Compound activity from PubChem.
miR-122 sensor: blocks miR-122 activity in Huh7 sensor cells; Huh7 miR-122 Renilla luciferase sensor, 48 h; neutral wells = 0, positive control = 100; activation (reporter increase), % at 12.5 µM; 0.3% of 340,000 active;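 active = mean replicate activation score at least 90 and every replicate individually at or above 90; inconclusive = only one of the two criteria met; inactive = neither criterion met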;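 also: higher luciferase means less miR-122 activity so hits act as miR-122 inhibitors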
INS-1E GSIS act: primary screen for activators of insulin secretion dependent on glucose, INS-1E cells, GLuc reporter luminescence | INS-1E GLuc reporter insulin secretion, 2-3 h | activation, % at 16.6 µM | 0.61% of 370,000 active | AID 743287;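 active = lowest replicate activation of at least 40%, so every replicate reaches that level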;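 also: 0% = median of neutral control wells and 100% = median of IBMX positive control wells; some compounds called inactive have numbers as strong as hits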
PGC1a acetyl inh: lowers PGC1a acetylation signal in U2OS cells | inhibition, % at 15.6 µM | AID 651687 | 0.17% of 350,000 active | AlphaScreen anti-acetyl-lysine; with virally co-expressed GCN5 acetyltransferase;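 active = every replicate shows inhibition of at least 40%; inconclusive = mean inhibition at least 40% but some replicate below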;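 also: 0% = neutral control wells and 100% = positive control wells; some results beyond the cut were filed as inactive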
FN deposition inh: fibronectin deposition inhibition | inhibition, % at 12.6 µM | AH1F fibroblasts, Alexa488-fibronectin deposition fluorescence, overnight | 0.086% of 350,000 active;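 active = mean inhibition across replicates of 30% or more, regardless of how many single replicates reach that level; inconclusive = mean under 30% yet at least half of replicates reach 30%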;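 also: positive control wells lacked labelled fibronectin entirely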
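Material: AH1F fibroblast monolayer depositing Alexa488-labelled fibronectin into matrix | Input: 10000 AH1F cells/well | Medium: DMEM plus 2% serum, read in PBS | Reagent: Alexa488-fibronectin, 24 nM final in well | Compound dosing: One dose per compound, pinned | Schedule: 1 h adhesion, overnight exposure | Measured by: Fluorescence at 485 nm excitation, 525 nm emission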
PglD DTNB: PglD (C. jejuni) enzyme inhibition | purified PglD enzyme, DTNB colorimetric CoA detection | inhibition, % at 12.5 µM | 0.098% of 360,000 active; in the data active = inhibition above about 16%, passing the limit was not always enough; inconclusive = no clear call, values can overlap the other calls; also: strong numbers were not always called active
CFTR F508del cor: correctors of CFTR F508del function in bronchial epithelial cells | CFBE cells, YFP halide quenching; stimulated with forskolin plus potentiator P3; % fluorescence drop versus neutral controls | activity (quench increase), % at 7.58 µM | 0.36% of 350,000 active | AID 720511;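 active = mean added fluorescence quench of at least 8% versus neutral control, with both replicates also reaching 8%; inconclusive = only one of the mean or replicate conditions met; inactive = mean below 8% and not both replicates reaching 8%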;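 also: cells transiently co-express mutant CFTR-F508del with the halide-sensitive YFP; corrector assay measuring rescue of mutant channel to the surface after 24 h compound exposure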
Cneo AK release: causes C. neoformans cell lysis. adenylate kinase release luminescence, 4 h; normalised: neutral wells 0, clomiphene wells 100. lysis activity, % at 15 µM. 0.2% of 360,000 active. AID 651654;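 active = mean lysis activity across replicates of at least 80%, whatever share of replicates individually reach that level; inactive = mean lysis activity below 80%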
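Schedule: static 4 h at 37 °C with compound, 1 h detection; system: C. neoformans cells; benchmarks: Clomiphene as positive control; buffer or medium: fresh YPD medium; measure: luminescence rise reflecting yeast cell lysis; measured by: luminescent adenylate kinase detection reagent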
Statin myotox sup: suppression of simvastatin myotoxicity; AID 602340; C2C12 myotubes + simvastatin, ATP luminescence, 48 h; scaled: DMSO 0, geranylgeraniol control 100; 0.78% of 330,000 active; rescue of ATP level, % at 7.49 µM;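 active = mean ATP rescue above about 67%, or every replicate alone reaching that limit, limit read from the data, passing the limit was not always enough; inconclusive = no clear call, values can overlap the other calls; inactive = mean under the limit and some replicate under it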;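 also: myotubes were challenged with 10 µM simvastatin during compound exposure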
Numbers without * were called inactive; u = inconclusive; x = not tested or not shown; [ ] = remark or other dose.

SMILES	miR-122 sensor	INS-1E GSIS act	PGC1a acetyl inh	FN deposition inh	PglD DTNB	CFTR F508del cor	Cneo AK release	Statin myotox sup
O=C(N/N=C(\Cc1ncc[nH]1)c1ccccc1)c1cccnc1	x	0	1	4	x	3.1	x	x
c1cc(-c2nnc3sc(C4CCCCC4)nn23)ccn1	-18	x	24	0	12	x	0	11
C[C@H]1CN([C@@H](C)CO)C(=O)Cc2cc(NC(=O)NC3CCCCC3)ccc2O[C@@H]1CN(C)C	5[16.7 µM]	25	2	1	-3	0.1	-5	-2
Cc1ccc(NC(NC(=O)c2cccs2)C(Cl)(Cl)Cl)cc1C (stereo unspecified)	7	x	-15	x	-3	x	6	25
CNC[C@@H]1Oc2ccc(NC(=O)c3ccncc3)cc2CC(=O)N([C@H](C)CO)C[C@@H]1C	0[16.7 µM]	6	-2	0	-2	1.1	-4	11
Cc1nc(C(F)(F)F)c(C(=O)O)cc1-c1nc(-c2ccccc2)cs1	6	-8	7	-5	-5	-2.0	-1	-2
CCN(C(=O)c1c(-c2ccccc2)noc1C)c1ccccc1	-2	x	-1	2	-4	x	0	-2
O=C1/C(=C/c2cccnc2)SC(=S)N1Cc1ccco1	-14	-30	3	-2	x	2.1	x	x
CCN(CC)S(=O)(=O)N1CCC(C(=O)NCCN2CCOCC2)CC1	-2	-6	-36	-13	-4	x	0	107*
Cc1ncoc1C(=O)Nc1cccc(Cl)c1C	-1	8	5	x	x	x	x	-4
CC1CN(S(=O)(=O)c2cccc(C(=O)NCc3ccco3)c2)CC(C)O1 (stereo unspecified)	-2	15	x	14	1	-1.8	18	1
CCOC(=O)N=Nc1c(O)n(C)c2ccccc12	2	4	4	-3	-4	x	-3	8
O=c1cc(CN2CCN(c3ccc(Cl)c(Cl)c3)CC2)c2ccccc2o1	-4	-4	-16	-12	1	-1.4	1	10
COC(=O)C1CCN(C(=O)C2CCC(=O)N(CCCc3ccccc3)C2)CC1 (stereo unspecified)	-1	-9	0	28	-2	-1.4	-1	15
CC(OC(=O)CN1C(=O)NC2(CCCC2)C1=O)C(=O)c1ccc(C(C)(C)C)cc1 (stereo unspecified)	7	-26	-1	x	x	-0.5	x	-5
Cc1cc(C)n2ncc(C(=O)NCc3ccccc3)c2n1	-4	x	3	3	2	x	3	0
CC(C)C(NS(=O)(=O)c1cccc2nsnc12)C(=O)NCCC1=CCCCC1 (stereo unspecified)	-9	-3	-6	-1	1	-1.1	1	14
Cc1ccc(C)c(/C=C(\C(=O)O)c2ccc(S(=O)(=O)N3CCCCC3)s2)c1	x	-8	-4	-12	x	0.1	x	x
Cc1ccc(NCN2C(=O)c3ccccc3C2=O)cc1Cl	3	9	x	-2	4	-3.5	1	5
CC(=O)Nc1cccc(-c2csc(Nc3ccccn3)n2)c1	7	x	-5	-2	5	x	-2	-7
C=CCn1c(=O)c(C(=O)Nc2ccccc2C(=O)OCC)c(O)c2ccccc21	-2	x	3	x	1	x	-1	-6
O=C(c1cc(COc2ccc(F)cc2Cl)on1)N1CCN(C2CCCCC2)C(=O)C1	x	-1	x	4	5	0.6	16	x
CCNC(=O)/C(C#N)=C/c1c(N2CCN(c3ccccc3)CC2)nc2c(C)cccn2c1=O	x	-2	x	10	-11	1.0	-2	21
O=C(O)CCN1C(=O)/C(=C2\C(=O)N(Cc3ccccc3Cl)c3ccccc32)SC1=S	x	-3	x	2	1	-1.5	0	34
Cc1ccnc(SCc2ccc(C(=O)O)cc2)n1	9	9	16	-5	9	-2.0	3	-3
Cc1noc(C)c1CCC(=O)NC1CCCN(Cc2ccc(CC(C)C)cc2)C1 (stereo unspecified)	-6	-8	7	-3	-5	0.8	0	-9
COc1ccc2[nH]c(=O)c(CN(C(=O)COc3ccccc3)C(C)C)cc2c1	6	x	-21	x	0	x	2	21
CC(C)C(=O)Nc1cccc(NC(=S)NC(=O)c2ccc([N+](=O)[O-])cc2)c1	2	x	u	15	-2	x	5	-34
CC(Sc1ccccc1)C(=O)N/N=C/c1cccnc1 (stereo unspecified)	-4	10	8	1	4	-2.0	-1	-3
CC(Oc1ccc(Cl)cc1)C(=O)Nc1ccccc1N1CCOCC1 (stereo unspecified)	x	0	-2	8	2	-1.6	-2	-6
COc1ccc(CCNC(=O)C2CCCN(S(=O)(=O)c3cc(C)ccc3OC)C2)cc1OC (stereo unspecified)	-1	4	-4	1	-6	4.2	0	15
O=[N+]([O-])c1ccc(-c2cn3nc(-c4ccccc4)c(-c4ccccc4)nc3n2)cc1	0	x	-8	-6	-5	2.0	0	x
CSc1ncc(OCc2ccccc2)c(=O)[nH]1	1	15	-2	3	x	x	x	8
CCc1ccc(NC(=O)C2CCCN(S(=O)(=O)c3ccc4c(c3)CCCN4C(C)=O)C2)cc1 (stereo unspecified)	x	-15	-7	1	6	0.6	1	12
Cc1ccc(N2C(=O)C3CCC(C)(C2=O)C3(C)C)cc1 (stereo unspecified)	x	28	13	-8	x	0.5	x	x
O=C(C[C@@H]1CC[C@@H]2[C@H](COC[C@@H](O)CN2C(=O)Nc2ccc(Cl)cc2)O1)NC1Cc2ccccc2C1	-11[16.7 µM]	-17	-7	12	4	0.0	109*	-8
CC1Sc2ccccc2N(Cc2ccccc2)C1=O (stereo unspecified)	-2	9	-2	-1	-3	-3.2	-3	13
Cc1cnc(C(=O)Nc2ccc(C(=O)N3CCCCC3)cc2)cn1	-2	x	-2	x	0	x	-1	x
CCCNC(=O)N(C)C[C@@H]1Oc2ncc(-c3ccncc3)cc2C(=O)N([C@@H](C)CO)C[C@H]1C	9[16.7 µM]	0	4	-3	-1	-1.2	1	-3
CC1(C(=O)NS(=O)(=O)C2CC2)CCN(C(=O)c2ccc(F)c(Cl)c2)C1 (stereo unspecified)	x	41	6	5	0	0.7	1	3

3 entries drawn at random from the list so far, as already listed:
SMILES	miR-122 sensor	INS-1E GSIS act	PGC1a acetyl inh	FN deposition inh	PglD DTNB	CFTR F508del cor	Cneo AK release	Statin myotox sup
CC1Sc2ccccc2N(Cc2ccccc2)C1=O (stereo unspecified)	-2	9	-2	-1	-3	-3.2	-3	13
O=C(C[C@@H]1CC[C@@H]2[C@H](COC[C@@H](O)CN2C(=O)Nc2ccc(Cl)cc2)O1)NC1Cc2ccccc2C1	-11[16.7 µM]	-17	-7	12	4	0.0	109*	-8
COC(=O)C1CCN(C(=O)C2CCC(=O)N(CCCc3ccccc3)C2)CC1 (stereo unspecified)	-1	-9	0	28	-2	-1.4	-1	15

Further entries follow.
SMILES	miR-122 sensor	INS-1E GSIS act	PGC1a acetyl inh	FN deposition inh	PglD DTNB	CFTR F508del cor	Cneo AK release	Statin myotox sup
O=C(C[C@H]1CC[C@@H](NC(=O)c2ccncc2)[C@@H](CO)O1)Nc1ccccc1	x	7	2	-4	1	-1.0	-2	6
CO[C@H]1CN(C)C(=O)c2cc(NS(=O)(=O)CC(F)(F)F)ccc2OC[C@H](C)N(C(=O)NC(C)C)C[C@H]1C	x	-2	17	1	1	-1.2	2	5
COc1ccc(-c2cn3cc(Cl)ccc3n2)cc1OC	-12	-3	0	x	-4	3.8	-2	-4
CCCCC(C)n1[nH]c(=O)cc1N (stereo unspecified)	-2	8	4	x	-2	x	1	-4
Cc1cc(Br)ccc1Nc1nc(N)nc(N)c1N=O	-1	x	-3	10	-1	-1.1	0	5
Cn1c(CO)cnc1S(=O)(=O)Cc1ccc(Cl)cc1	-3	20	8	6	-1	0.4	-3	-7
O=C(N/N=C/c1ccncc1)c1cc([N+](=O)[O-])cc([N+](=O)[O-])c1O	4	x	-17	x	7	x	-1	x
CO[C@@H]1CN(C)C(=O)c2cc(NS(=O)(=O)CC(F)(F)F)ccc2OC[C@@H](C)N(C(=O)NC(C)C)C[C@@H]1C	x	-3	-3	-10	1	-0.5	-1	5
COc1ccc(S(=O)(=O)N2CCCOC2CNC(=O)C(=O)NCc2ccncc2)cc1 (stereo unspecified)	x	5	x	0	-2	-1.8	-2	5
CN(C)C(=O)c1cccc(-c2ccc3c(c2)[C@H]2[C@H](CCN2C(=O)Cc2ccccn2)[C@@H](CO)N3C)c1	1[16.7 µM]	-10	-5	-2	-2	-3.0	-14	-6
CCOc1ccc(S(=O)(=O)Nc2nc3ccccc3nc2-n2ccc(=NC(=O)c3cccs3)cc2)cc1	-18	-6	-2	-26	x	-2.6	x	0
NC(=O)NC[C@@H]1CC[C@@H](Cc2ccc(-c3ccccc3)cc2)O1	-3	x	2	x	5	x	-4	-15
CCOc1ccc(CCNC(=O)CCNC(=O)c2ccccc2Cl)cc1OCC	-3	13	x	12	3	1.7	0	7
COc1cc(OC)cc(C(=O)OCC(=O)Nc2ccc3[nH]c(=O)[nH]c3c2)c1	-7	-2	-12	4	-5	2.1	0	4
CCCNC(=O)[C@H]1[C@H](CO)[C@H]2Cn3c(ccc(/C=C/c4ccccc4)c3=O)[C@@H]1N2C(=O)c1ccccc1	-4[16.7 µM]	-10	x	x	1	0.0	0	11
O=C(Nc1ccccc1)C1CCCN(C(=O)c2ccc(F)cc2)C1 (stereo unspecified)	x	x	1	-16	0	0.9	-2	-3
C[C@H](CO)N1C[C@H](C)[C@H](CN(C)CC2CC2)Oc2ccc(NC(=O)C3CCCCC3)cc2C1=O	2[16.7 µM]	12	0	x	-7	2.7	-2	-21
CC(=O)Nc1ccc(NS(=O)(=O)c2ccc3c(c2)oc(=O)n3C)cc1	-8	-10	-4	0	0	1.1	-3	9
CCOC(=O)c1ccc(NC(=O)COc2ccc(S(=O)(=O)NC(C)CC)cc2)cc1 (stereo unspecified)	50	x	-4	-10	-2	x	-2	2
O=C(Nc1ccc2c(c1)OCCO2)c1cccc2nc3ccccc3nc12	-2	-3	-7	x	-3	x	-17	74*
C[C@H](CO)N1C[C@H](C)[C@H](CN(C)CC2CC2)Oc2ncc(-c3ccc(C#N)cc3)cc2C1=O	0[16.7 µM]	-1	-6	x	x	2.2	x	17
CCOC(=O)N1CCN(c2cc(=O)n(C)c(=O)n2C)CC1	0	4	-7	5	-4	0.8	-1	x
CC1(C)CC2CC(C)(CN2C(=O)NC(=O)c2ccccc2)C1 (stereo unspecified)	7	7	4	0	-2	x	4	x
CC(C)CCN(C)C1CCN(C(=O)Nc2c(F)cccc2F)CC1	6	x	-7	-4	2	1.1	-1	4
CCC(=O)N1CCc2cc(Br)cc(S(=O)(=O)N3CCCCCC3)c21	3	x	-1	-3	-1	x	-2	-19
COc1ccc(S(=O)(=O)N2CCCCCC2)cc1NC(C)C(=O)Nc1ccc(NC(C)=O)cc1 (stereo unspecified)	14	-5	-3	x	-4	-1.3	1	7
C[C@H]1CN([C@@H](C)CO)C(=O)Cc2cc(NS(=O)(=O)c3ccccc3)ccc2O[C@H]1CN(C)C(=O)Nc1cccc2ccccc12	-6[16.7 µM]	-4	4	x	-1	-3.2	-1	12
Cc1ccc(C2=NO[C@@](CC(=O)O)(C(=O)Nc3ccc4c(c3)OCCO4)C2)cc1	-3	1	2	7	-14	1.3	1	2
COCC(=O)N1C[C@H](C)[C@H](OC)CN(C)C(=O)c2ccc(NC(=O)c3ccc(F)cc3)cc2OC[C@H]1C	0[16.7 µM]	17	3	14	1	-1.6	-2	3
